# FN deposit inh = fibronectin deposition inhibition | AH1F fibroblasts, Alexa488-fibronectin deposition fluorescence, overnight | inhibition, % at 12.6 µM | 0.086% of 350,000 active;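 active = mean inhibition across replicates of 30% or more, regardless of how many single replicates reach that level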;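 also: positive control wells lacked labelled fibronectin entirely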
#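 test system = AH1F fibroblasts assembling fluorescent fibronectin matrix | quantity = 10000 AH1F cells per well | buffer or medium = DMEM plus 2% serum, read in PBS | doses = single dose, pinned | incubation = 1 h cell attachment, overnight exposure to compound and label | detection = fluorescence at 485 nm excitation, 525 nm emission | read-out basis = inhibition from reduced deposited-fibronectin fluorescence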
# LGR2 inh = Drosophila LGR2 receptor signaling inhibition. HEK293 LGR2, CRE-luciferase, bursicon-stimulated, 4 h. inhibition, % at 9.99 µM. 0.35% of 380,000 active. AID 720647;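 active = drop in luminescence signal, shown as inhibition above about 50% in the replicate tests, limit read from the data, passing the limit was not always enough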;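 also: agonist challenge used bursicon conditioned medium at about half maximal strength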
# PglD inh = PglD (C. jejuni) enzyme inhibition | purified PglD enzyme, DTNB colorimetric CoA detection | inhibition, % at 12.5 µM | 0.098% of 360,000 active | AID 602405; in the data active = inhibition above about 16%, passing the limit was not always enough; also: strong numbers were not always called active
# PGC1a acetyl inh = modulators of PGC1a acetylation; U2OS PGC1a acetylation, AlphaScreen anti-acetyl-lysine; with virally co-expressed GCN5 acetyltransferase; inhibition, % at 15.6 µM; 0.17% of 350,000 active; AID 651687;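 active = every replicate shows inhibition of at least 40%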;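 also: 0% = neutral control wells and 100% = positive control wells; some results beyond the cut were filed as inactive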
# EWS-Fli inh = inhibitors of EWS/Fli oncoprotein transcriptional activity; A673 NR0B1-luciferase reporter, viability-normalised; inhibition, % at 12.6 µM; 0.67% of 350,000 active; AID 651661;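 active = mean inhibition of at least 50% after viability correction, with every replicate also passing that limit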;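 also: firefly luciferase signal divided by Alamar Blue viability fluorescence both relative to DMSO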
# ERAP1 inh = blocks human ERAP1 aminopeptidase activity; AID 652197; Q9NZ08; 0.15% of 340,000 active; recombinant ERAP1, Leu-AMC fluorescence, 60 min; inhibition, % at 10.7 µM;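 active = mean replicate inhibition of at least 30%, or all replicates individually reaching that 30% level; inactive = mean below 30% and not every replicate reaching it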;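 also: 0% = neutral control wells and 100% = L-leucinethiol positive control wells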
# Target sequence (Q9NZ08 whole entry, looked up): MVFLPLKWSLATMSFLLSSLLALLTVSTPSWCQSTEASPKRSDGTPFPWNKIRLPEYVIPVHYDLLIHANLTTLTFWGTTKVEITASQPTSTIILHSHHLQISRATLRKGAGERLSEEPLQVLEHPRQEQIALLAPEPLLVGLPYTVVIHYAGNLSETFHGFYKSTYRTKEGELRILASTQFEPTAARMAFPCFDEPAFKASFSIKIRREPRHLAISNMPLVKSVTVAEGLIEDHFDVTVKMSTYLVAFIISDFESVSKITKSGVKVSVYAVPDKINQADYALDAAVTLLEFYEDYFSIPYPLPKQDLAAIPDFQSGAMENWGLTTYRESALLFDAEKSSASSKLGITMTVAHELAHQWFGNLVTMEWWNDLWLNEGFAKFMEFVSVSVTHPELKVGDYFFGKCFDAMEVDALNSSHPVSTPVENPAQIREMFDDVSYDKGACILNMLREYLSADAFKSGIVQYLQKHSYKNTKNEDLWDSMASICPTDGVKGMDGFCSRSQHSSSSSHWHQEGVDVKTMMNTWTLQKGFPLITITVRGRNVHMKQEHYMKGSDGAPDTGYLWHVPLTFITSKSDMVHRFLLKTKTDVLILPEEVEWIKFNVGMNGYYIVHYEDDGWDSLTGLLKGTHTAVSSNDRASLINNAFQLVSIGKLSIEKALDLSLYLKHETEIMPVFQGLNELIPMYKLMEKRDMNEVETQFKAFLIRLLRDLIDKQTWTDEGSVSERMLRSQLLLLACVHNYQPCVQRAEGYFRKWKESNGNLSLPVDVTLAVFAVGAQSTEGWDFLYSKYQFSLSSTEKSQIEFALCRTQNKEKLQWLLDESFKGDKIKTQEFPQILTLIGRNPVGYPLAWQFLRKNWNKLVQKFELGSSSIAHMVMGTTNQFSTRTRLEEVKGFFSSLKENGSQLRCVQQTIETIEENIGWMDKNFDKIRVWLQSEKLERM
# S100A4 inh HTS = S100A4-myosin IIA interaction inhibition. 0.14% of 360,000 active. AID 652163. S100A4/TAMRA-MyoIIA peptide fluorescence polarization. inhibition, % at 10.7 µM;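 active = mean inhibition of at least 70% across replicates, with every replicate also reaching that level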
# Target sequence (P26447 whole entry, looked up): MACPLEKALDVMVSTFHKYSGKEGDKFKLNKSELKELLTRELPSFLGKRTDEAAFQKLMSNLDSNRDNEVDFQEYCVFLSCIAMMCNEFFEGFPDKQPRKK
#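 Assay system: human S100A4 monomer with TAMRA-labelled myosin IIA peptide / Buffer or medium: Calcium-containing HEPES buffer, pH 7.2 / Reagent: TAMRA-labelled myosin IIA heavy-chain peptide probe, 5 nM / Compound: one dose per compound / Timing: polarization read 5 min after assay mix addition, stable 5–60 min / Benchmarks: neutral control DMSO, positive control TFP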
# PAX8 inh HTS = inhibitors of PAX8 transcriptional activity in RMG-I cells. RMG-I TPO-luciferase reporter, SteadyGlo, 24 h. inhibition, % at 12.6 µM. 1.2% of 360,000 active. AID 652154;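 active = mean replicate inhibition at least 60% with every replicate also reaching 60%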;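 also: luciferase light reporting Pax8 driven TPO promoter activity; plate controls were median of neutral control wells for no effect and mitoxantrone controls for full effect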
# * = called active by the depositor; nt = no result given; & = joins results of further samples. The order is random; about 2.1% have a hit in one of these screens.
SMILES,FN deposit inh,LGR2 inh,PglD inh,PGC1a acetyl inh,EWS-Fli inh,ERAP1 inh,S100A4 inh HTS,PAX8 inh HTS
CC(C)(C)c1cc(Cl)c(O)c(NC(=S)NC(=O)c2cccnc2)c1,30*,17,nt,nt,24,14,13,23
CCCCCC(=O)N/N=C/c1ccc(N(C)C)cc1,-1,-42,-3,nt,nt,nt,nt,-47
COCCOC(=O)C1=C(C)Nc2cc(=O)[nH]c(=O)n2C1c1cccc([N+](=O)[O-])c1 (centres undefined),3,-9,-8,0,nt,nt,nt,-18
C[C@H](NC(=O)C[C@H]1C[C@@H]2c3cc(NS(C)(=O)=O)ccc3O[C@@H]2[C@H](CO)O1)c1ccccc1,nt,-16,-2,3,-7,2,8,-15
O=C(Nc1nnc(SCC(=O)N2CCOCC2)s1)C1CC(=O)N(c2ccc(F)cc2)C1 (centres undefined),-5,0,-4,nt,4,2,-4,-1
CCN(CC(=O)Nc1ccc(OC)cc1)C(=O)c1oc2c(Cl)cccc2c1C,3,6,2,-1,0,-1,2,23
COc1cc(C(=O)NCCC(=O)NC(C)C)cc(OC)c1OC,-7,-8,nt,-3,-3,2,5,-6
CCCSC(=S)c1c(C)[nH]n(-c2ccccc2)c1=O,-9,13,nt,nt,5,-2,-5,-5
CCOC(=O)Cn1cnc2c(cnn2-c2ccccc2)c1=O,-3,-28,-5,-1,-16,0,-2,-14
Cc1ccc(C(=O)N2CCCC(C(=O)c3ccc(Oc4ccccc4)cc3)C2)cn1 (centres undefined),2,-20,0,13,4,0,1,20
CCCC(=O)Nc1cc(-c2nc3ncccc3o2)ccc1Cl,-10,9,5,8,-13,6,-4,2
CC(Oc1ccc(F)cc1)C(=O)Nc1ccc(S(=O)(=O)NC2=NCCCCC2)cc1 (centres undefined),0,4,-7,-11,5,-1,-14,-19
COCCNc1ncnc2c1ncn2[C@H]1CN(Cc2ccco2)C[C@@H](CO)O1,11,-11,-1,4,-9,-1,0,-8
CCc1ccc(NC(=O)C(C)OC(=O)c2cc(=O)[nH]c3ccc(S(=O)(=O)Nc4ccc(F)cc4)cc23)cc1 (centres undefined),-7,-14,nt,nt,-1,2,-6,9
NC(=NC(=O)c1cccc(C(F)(F)F)c1)c1ccc(C(F)(F)F)cn1,3,-20,-1,-9,-38,nt,-3,-43
CSc1ccc(CCNC(=O)Cn2ncc3c([nH]c4ccccc43)c2=O)cc1,-2,0,3,-3,nt,-3,-2,1

# 5 entries drawn at random from those above, as already listed:
SMILES,FN deposit inh,LGR2 inh,PglD inh,PGC1a acetyl inh,EWS-Fli inh,ERAP1 inh,S100A4 inh HTS,PAX8 inh HTS
CCc1ccc(NC(=O)C(C)OC(=O)c2cc(=O)[nH]c3ccc(S(=O)(=O)Nc4ccc(F)cc4)cc23)cc1 (centres undefined),-7,-14,nt,nt,-1,2,-6,9
CCOC(=O)Cn1cnc2c(cnn2-c2ccccc2)c1=O,-3,-28,-5,-1,-16,0,-2,-14
CCCC(=O)Nc1cc(-c2nc3ncccc3o2)ccc1Cl,-10,9,5,8,-13,6,-4,2
COCCNc1ncnc2c1ncn2[C@H]1CN(Cc2ccco2)C[C@@H](CO)O1,11,-11,-1,4,-9,-1,0,-8
CC(Oc1ccc(F)cc1)C(=O)Nc1ccc(S(=O)(=O)NC2=NCCCCC2)cc1 (centres undefined),0,4,-7,-11,5,-1,-14,-19

# Returning to the listing, repeating the two entries before the break.
SMILES,FN deposit inh,LGR2 inh,PglD inh,PGC1a acetyl inh,EWS-Fli inh,ERAP1 inh,S100A4 inh HTS,PAX8 inh HTS
NC(=NC(=O)c1cccc(C(F)(F)F)c1)c1ccc(C(F)(F)F)cn1,3,-20,-1,-9,-38,nt,-3,-43
CSc1ccc(CCNC(=O)Cn2ncc3c([nH]c4ccccc43)c2=O)cc1,-2,0,3,-3,nt,-3,-2,1
CN(C)CCNC(=O)c1ccc(CS(=O)(=O)c2c(Cl)cccc2Cl)o1,-1,-17,-5,6,2,0,-4,-14
Cc1c(Cl)cccc1-c1ccc(CNCc2ccccn2)o1,-11,-12,-4,nt,5,0,2,-5
O=C(NC1CCCC1)[C@H]1[C@H](CO)[C@H]2Cn3c(ccc(C4=CCCCC4)c3=O)[C@@H]1N2CC1CC1,9,23,18,nt,5,1,0,nt
OC(c1ccc(F)cc1)c1nc(-c2ccc(Cl)cc2)cs1 (centres undefined),4,nt,2,-13,-1,0,-1,-3
COCCCNC(=O)c1ccc(Cn2c(=O)c3ccccc3n(CC(=O)NCc3ccco3)c2=O)cc1,-4,6,5,-9,2,nt,-11,-4
CC(=O)Nc1c(C(=O)O)ccc(C)c1OCc1ccccc1,nt,-16,6,4,3,-2,-1,2
O=C(CCl)NNC(=O)c1c(O)c2ccccc2[nH]c1=O,-2,-1,7,-6,-25,4,1,-4
Cc1nsc(Nc2ccc([N+](=O)[O-])cc2)c1C#N,-6,1,-7,11,6,-6,-6,0
O=C(NCc1ccc(F)cc1F)[C@@H]1CCCN1C(=O)[C@@H]1CCCN1C(=O)c1cccc2ccccc12,3,-9,nt,nt,-5,nt,1,5
CC(C)n1nnnc1SCC(=O)N1CCN(Cc2ccc3c(c2)OCCO3)CC1,13,26,5,6,1,-3,-2,7
Cc1nc(C(F)(F)F)ccc1C(=O)NCC(O)c1ccccc1 (centres undefined),-1,-11,8,6,-47,2,-3,-75
COCC(=O)N1CC(=O)N2[C@H](CO)[C@@H](c3ccc(C#CC(C)C)cc3)[C@@H]2C1,nt,-4,nt,13,1,1,-31,-19
Cc1cccc(NC(=O)c2ccc(S(=O)(=O)N(C)c3ccccc3)cc2)n1,-3,-15,-6,12,7,-3,1,21
Cc1ccc(CNC(=O)C(=O)NCCC2CCCCN2S(=O)(=O)c2ccccc2)cc1 (centres undefined),3,0,3,3,8,-8,0,13
C[C@@H]1CN([C@H](C)CO)S(=O)(=O)c2ccc(-c3ccncc3)cc2O[C@H]1CN(C)Cc1ccccc1,nt,2,-1,-22,17,-2,7,nt
Cc1c(C(=O)N/N=C/c2ccncc2)no[n+]1[O-],-2,-3,2,3,3,nt,-3,15

# Other results
# Order of results – FN deposit inh | LGR2 inh | PglD inh | PGC1a acetyl inh | EWS-Fli inh | ERAP1 inh | S100A4 inh HTS | PAX8 inh HTS
- CSC1=NC(=O)/C(=C/c2ccc(SC)cc2)S1
 : 1 | 23 | nt | nt | -38 | 0 | 26 | -76
- CCOC(=O)c1c(/N=C/N(C)C)sc(C(=O)OC)c1C
 : nt | 11 | 4 | 2 | -2 | 3 | -2 | nt
- O=C(C1=C(Nc2ccccc2)c2ccccc2S(=O)(=O)N1)c1ccccc1
 : -3 | nt | nt | nt | 5 | 3 | 2 | 6
- Cc1ccc(S(=O)(=O)N2CCCCCC2)cc1C(=O)NCc1ccccn1
 : 1 | -8 | 5 | nt | 9 | 2 | 3 | -9
- CCNC(=O)C[C@H]1CC[C@@H]2[C@@H](COc3ccc(NC(=O)c4ccc(F)c(F)c4)cc3C(=O)N2C)O1
 : -3 | 6 | 10 | -3 | -6 | 0 | 1 | -22
- Nc1ncc(Br)cc1S(=O)(=O)N1CCCCCC1
 : 5 | 2 | -1 | 11 | -3 | -4 | 60 | -2
- O=C(CCC(=O)c1ccc(F)cc1)Nc1cccc(Br)c1
 : 1 | -4 | -3 | 1 | -15 | 0 | 1 | -7
- Cc1ccc(NC(=S)N(CCN2CCOCC2)Cc2cc3cc4c(cc3[nH]c2=O)OCCO4)cc1
 : 1 | -16 | -2 | -13 | -2 | -1 | -9 | 10
- COCC(=O)Nc1ccc2c(c1)OC[C@H](C)N(Cc1cncnc1)C[C@@H](C)[C@@H](OC)CN(C)C2=O
 : -18 | -10 | nt | -18 | -4 | nt | nt | nt
- COCCNC[C@@H]1[C@@H](c2ccccc2)[C@@H](CO)N1c1nc(C)c(C)s1
 : -2 | -20 | -4 | -3 | 6 | -4 | 2 | 5
- Cc1cc(C)nc(NC(=O)CSc2nccc(C)n2)n1
 : 4 | 1 | 2 | 3 | 10 | -6 | 0 | 11
- Cc1ccc(OCC(=O)Nc2ccc(CN3CCCCC3)cc2)c(C)c1
 : -5 | -30 | nt | -1 | 4 | -3 | -7 | 7
- COc1cc2sc3ccc(C#Cc4ccccn4)cc3c(=O)c2cc1OC
 : 5 | 5 | 3 | 1 | -16 | 2 | -27 | 23
- CCC(=O)N1C[C@H](C)[C@H](OC)CN(C)C(=O)c2cc(NC(=O)C3CCOCC3)ccc2OC[C@H]1C
 : 7 | -4 | -2 | 1 | 1 | -2 | 11 | -22
- COc1ccc([C@@H]2[C@@H]3C(=O)N(C(C)(C)C)C(=O)[C@@H]3[C@]3(C)C(=O)N(c4ccc(C)cc4)C(=O)N23)cc1
 : 8 | -16 | 5 | -8 | -8 | -3 | 0 | -3
- COCC(=O)N(C)C[C@H]1Oc2cc(C#Cc3cccnc3)ccc2S(=O)(=O)N([C@H](C)CO)C[C@@H]1C
 : nt | 11 | 0 | 4 | -17 | 1 | -8 | -20
- C[C@@H]1CN([C@@H](C)CO)C(=O)c2cc(NC(=O)c3ccncc3)ccc2O[C@H]1CN(C)CC1CCCCC1
 : -4 | 21 | 2 | 1 | -6 | 3 | -1 | -14
- N/C(=N\OC(=O)c1ccccc1[N+](=O)[O-])c1ccccn1
 : 5 | 20 | -1 | 18 | -60 | 6 | 5 | -70
- CCO[C@H]1OC(C(=O)NCc2ccccc2)=C[C@@H](C2CCCCC2)[C@@H]1CCCO
 : -4 | 13 | 6 | -2 | 15 | 1 | -8 | 4
- CCOC(=O)C1=C(COC(=O)/C=C/c2ccc(Cl)cc2)NC(=O)NC1C (centres undefined)
 : nt | 2 | 1 | -1 | 6 | -1 | -13 | -6
- Cc1ccccc1C(=O)NC1CCN(C(=O)NCc2ccccc2)CC1
 : 6 | 17 | 4 | nt | 2 | 2 | -7 | -10
- CC(C)CC#Cc1ccc([C@@H]2[C@@H](CO)N3CCCCN(C(=O)NC4CCCC4)C[C@@H]23)cc1
 : nt | 8 | -2 | -1 | 4 | 2 | 3 | 17
- O=C(Nc1ccon1)c1nc[nH]c1C(=O)N1CCc2ccccc2C1
 : -38 | 4 | 5 | 30 | 2 | 0 | -22 | -19
- CCN=C1SC(CC(=O)Nc2ccccc2)C(=O)N1CC (centres undefined)
 : 8 | 31 | -2&4 | 3&22 | -2 | 1 | -1 | 11&-8
- Cc1ccc(NC(=O)CS(=O)c2ccccc2N)c(C)c1 (centres undefined)
 : -2 | -74 | -2 | nt | -17 | -2 | 0 | -12
- Cc1ccc[n+](CC(=O)c2ccc(Br)cc2)c1C
 : -7 | -1 | 4 | 1 | 19 | -2 | 0 | 18
- CNC[C@H]1Oc2ncc(-c3ccc(OC)cc3)cc2C(=O)N([C@H](C)CO)C[C@@H]1C
 : -5 | -4 | 2 | 7 | -16 | 2 | -8 | -24
- CC(C)CC1Nc2ncnc(N3CCN(c4ccccn4)CC3)c2N(Cc2ccc(Br)cc2)C1=O (centres undefined)
 : 1 | 4 | 2&1 | -7 | 9 | -4 | -8 | 4
- CCCNC(=O)C1(S(=O)(=O)c2ccccc2)CC=CC1
 : 9 | -10 | -5 | -2 | -3 | -3 | -1 | -30
- CC(C)OP(=O)(c1ccc(N(C)C)cc1)C(O)c1ccc(N(C)C)cc1 (centres undefined)
 : 1 | 12 | -2 | -9 | 10 | -1 | 0 | -4
